HIV peptide binding: inhibitors of HIV fusion peptide binding, primary screen, biochemical, uHTS, fluorescence dequenching (AID 1986); inhibition, % at 20 µM, or IC50 in µM where a hit was titrated; cell-free peptide binding, fluorescence dequenching, 30 min; higher % means a stronger effect; 290,000 compounds, 0.3% hits; in the data active = inhibition mostly above about 52%, no sharp cut-off; inactive = mostly below about 76%; also: some results filed as inactive read as strong as hits
Siah-1 displacement: Siah-1 peptide-binding antagonists, primary screen, biochemical, fluorescence polarization, rhodamine-plectin, uHTS (AID 1817); 290,000 compounds, 0.02% hits; Siah-1 / rhodamine-plectin peptide fluorescence polarization; higher % means a stronger effect; displacement, % at 20 µM; hits with a dose series show IC50 in µM;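 active = displacement of at least 50% at 20 µM, with a fluorescence ratio check between 0.3 and a set limit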;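 also: plate controls were Siah plus tracer with DMSO for no effect and tracer alone without Siah for full effect; strong numbers were not always called active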
GPR55 beta-arrestin: GPR55 agonists via beta-arrestin recruitment, primary screen, imaging, U2OS cells, beta-arrestin-GFP redistribution (AID 1961); U2OS GPR55 beta-arrestin-GFP redistribution imaging; higher % means a stronger effect; one-dose activation, % at 10 µM; EC50 in µM for titrated hits; 290,000 compounds, 0.048% hits;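 active = activation above 40% with more than 50 cells counted in the well; inconclusive = wells holding fewer than 50 cells, flagged as toxic or sparse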;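 also: U2OS osteosarcoma cells stably expressing GPR55 and beta-arrestin-GFP; plate controls were DMSO negative control for no effect and LPI positive control for full effect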
KOR beta-arrestin-1: KOR agonists, beta-arrestin recruitment, primary screen, cell-based, luminescence, uHTS (AID 1777); 280,000 compounds, 0.02% hits; activation, % at 10 µM; hits with a dose series show EC50 in µM; KOR beta-arrestin recruitment, luminescence; higher % means a stronger effect; Kappa-type opioid receptor (Homo sapiens); in the data active = activation above about 50%, passing the limit was not always enough; also: a part of the inactive calls stands beside numbers as strong as those of hits
GPR55 antagonists: GPR55 antagonists blocking LPI-driven arrestin recruitment, primary screen, imaging, U2OS, beta-arrestin-GFP, LPI agonist (AID 2013); U2OS GPR55 beta-arrestin-GFP translocation imaging, LPI antagonism; higher % means a stronger effect; 290,000 compounds, 0.13% hits; inhibition, % at 10 µM; hits with a dose series show IC50 in µM; G-protein coupled receptor 55 (Homo sapiens);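 active = spots per cell inhibited over 60%, with over 100 cells counted and total cytoplasm intensity under 500,000; inconclusive = wells with under 100 cells, flagged as likely toxic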;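 also: U2OS cells stably carrying GPR55 and arrestin-GFP stimulated by 5 µM LPI near EC80; imaged beta-arrestin-GFP aggregate spots per cell after agonist stimulation; plate controls were LPI-stimulated DMSO wells for no effect and DMSO wells without LPI for full effect; some results filed as inactive read as strong as hits; confirmed hits need IC50 under 10 µM and bright autofluorescent wells are also inconclusive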
AID2073: inhibitors of Mint1-CaV2.2 protein interaction, biochemical, HTRF (AID 2073) | Voltage-dependent N-type calcium channel subunit alpha-1B (Homo sapiens) | HTRF protein-protein interaction, Mint1-CaV2.2; higher % means a stronger effect | inhibition, % at 20 µM; hits with a dose series show IC50 in µM | 290,000 compounds, 0.19% hits; in the data active = inhibition mostly above about 51%, no sharp cut-off; inconclusive = no clear call, values can overlap the other calls; inactive = mostly below about 53%; also: some results filed as inactive read as strong as hits
KOR beta-arrestin-2: KOR antagonists, beta-arrestin recruitment, cell-based, luminescence, uHTS (AID 1778); 290,000 compounds, 0.091% hits; inhibition, % at 10 µM, or IC50 in µM where a hit was titrated; KOR beta-arrestin recruitment, luminescence, antagonist mode; higher % means a stronger effect; in the data active = inhibition above about 50%; also: strong numbers were not always called active
GPR35 antagonists: GPR35 antagonists blocking zaprinast-driven arrestin recruitment, primary screen, imaging, U2OS, beta-arrestin-GFP, zaprinast agonist (AID 2058); G-protein coupled receptor 35 (Homo sapiens); U2OS GPR35 beta-arrestin-GFP translocation imaging, zaprinast antagonism; higher % means a stronger effect; one-dose inhibition, % at 10 µM; IC50 in µM for titrated hits; 290,000 compounds, 0.052% hits;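 active = inhibition of at least 50% with at least 30 cells and total cytoplasm GFP at most 10,000,000; inconclusive = under 30 cells or total GFP of 10,000,000 plus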
NOD1 NF-kB reporter: NOD1 signaling inhibitors, primary screen, cell-based, luminescence, uHTS (AID 1578). 290,000 compounds, 1% hits. one-dose inhibition, % at 4 µM; EC50 in µM for titrated hits. NOD1-driven NF-kB luciferase reporter cells, luminescence; higher % means a stronger effect; in the data active = inhibition mostly above about 36%, no sharp cut-off; inactive = mostly below about 34%;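 also: HEK-293T reporter cells stimulated with the NOD1 agonist gamma-tri-DAP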
* marks the source's active call; other numbers are inactive results; u = inconclusive; x = no result given; [ ] = another dose, or the depositor's remark. Some of the compounds tested (hit frequency here may not be typical).

molecule	HIV peptide binding	Siah-1 displacement	GPR55 beta-arrestin	KOR beta-arrestin-1	GPR55 antagonists	AID2073	KOR beta-arrestin-2	GPR35 antagonists	NOD1 NF-kB reporter
CC(=O)c1c(C)[nH]c(C(=O)CSc2nc3ccccc3n2C)c1C	1.0%	3%	0.2%	3.6%	20%	-1%	-18%	-13%	8%
CCN(CC)S(=O)(=O)c1cc(NS(=O)(=O)c2ccc(Cl)c(C(=O)O)c2)ccc1C	0.4%	-3%	0.0%	1.2%	-8%	4%	-27%	-2%	-2%
COc1cccc(CN(C)C(=O)c2ccc(Oc3ccccc3)cc2)c1OC	-0.1%	2%	0.6%	-2.0%	-11%	15%	-31%	-13%	31%
O=C(Nc1cccnc1)c1ccccc1-c1ccccc1	0.0%	4%	0.5%	x	-7%	3%	-2%[20 µM]	7%	-26%
CC(NC(=O)c1cc2cc([N+](=O)[O-])ccc2oc1=O)C1CCCO1 (configuration not stated)	-1.6%	7%	0.2%	-2.9%	-1%	4%	-4%[20 µM]	8%	-20%
O=C(Nc1ccncc1)Nc1ccc(Br)cc1Cl	1.8%	0%	0.2%	2.8%	11%	14%	-13%	-14%	3%
COc1cc(CNC2CCCC2)cc(Cl)c1OCc1ccc(F)cc1	-0.2%	-4%	-0.2%	-0.5%	15%	-5%	24%	-7%	-33%
CC1CCN(S(=O)(=O)Cc2ccccc2Cl)CC1	13%	-1%	0.2%	5.2%	-6%	4%	-17%	19%	-17%
COc1ccc(-c2nc(C)ncc2-c2csc(C)n2)c(O)c1	0.4%	-4%	0.2%	4.8%	-9%	7%	-1%	-15%	-11%
NC(=O)c1ccc[n+](CC(=O)Nc2ccccc2C(=O)O)c1	-1.4%	-2%	0.2%	4.6%	2%	11%	7%	1%	2%
Cc1ccc(Nc2ncnc(-n3cccc3)n2)cc1Cl	-0.7%	-3%	-0.3%	4.9%	8%	-6%	17%	-4%	-12%
Cc1nc(S(=O)(=O)NC2CCCCC2)c(C#N)c(C)c1Cl	-1.8%	2%	-0.1%	-0.7%	-2%	5%	-9%	6%	3%
CC(=O)c1cccc(NS(=O)(=O)c2ccc(N/C=C/C(=O)c3ccc(F)cc3)cc2)c1	1.7%	-6%	-0.5%	-0.5%	-3%	18%	16%	8%	61%
COc1cccc(C(=O)Nc2sc3c(c2C#N)CCN(C(C)=O)C3)c1	4.2%	-6%	-0.4%	-1.9%	-17%	30%	-38%	-1%	2%
Cc1ccc(CNC(=O)CCCOc2cc(=O)n(C)c3ccccc23)o1	0.8%	4%	0.3%	-5.0%	13%	-30%	-7%	12%	-30%
CCOc1cc(/C=N\Nc2nc(Nc3ccccc3)nc(N3CCOCC3)n2)ccc1OC(=O)c1ccco1	-2.7%	5%	0.1%	0.8%	8%	20%	27%	1%	-21%
Cc1csc2ncc(C(=O)Nc3ccccc3F)c(=O)n12	-0.6%	3%	0.2%	0.6%	16%	5%	36%	9%	-34%
COc1ccc(-c2cc(C(=O)NC3CC3)c3ccccc3n2)cc1	1.1%	-2%	-0.1%	-1.9%	6%	u	-7%	-1%	-31%
CCOC(=O)C(NC(=O)CC)(Nc1ccc(S(=O)(=O)Nc2ncccn2)cc1)C(F)(F)F (configuration not stated)	-2.9%	5%	-0.1%	-1.1%	14%	-8%	23%	6%	5%
Cc1ccc(/C=N/NC(=O)c2ccc(Cn3cc([N+](=O)[O-])cn3)o2)cc1	-0.6%	10%	-0.5%	-1.0%	12%	3%	-27%	5%	-40%
CC(=O)Nc1cc(C(=O)N2CCCC2)ccc1Sc1ccc(Cl)cc1	2.8%	4%	0.4%	-8.0%	-3%	0%	21%	7%	14%
CCOc1ccc(OCc2ccc(C(=O)Nc3cccc(C)n3)o2)cc1	-0.4%	15%	-0.2%	-0.8%	17%	-2%	20%	18%	x
CCOC(=O)CSC1=N/C(=C\c2cccnc2)C(=O)N1c1ccc(OC)cc1	1.6%	-1%	-0.5%	-1.2%	-10%	0%	23%	-7%	-7%
CCOC(=O)c1cc2occc2n1CC(=O)NC1CCCCC1C (configuration not stated)	4.2%	8%	0.3%	-4.5%	11%	-1%	27%	0%	-18%
O=C(COC(=O)c1cnccn1)NCCc1ccccc1	-2.1%	6%	-0.1%	2.8%	13%	9%	-15%	16%	-28%
CCn1cc(/C=C/c2cc[n+](C)cc2)c2ccccc21	182%	-2%	-0.1%	5.8%	9%	7%	-2%	20%	8%
COC(=O)C(O)(CC(=O)Nc1cccc(SC)c1)C(F)(F)F (configuration not stated)	-0.2%	-9%	-0.1%	-0.1%	10%	-2%	-56%	6%	-6%
O=C(CN1CCN(S(=O)(=O)N2CCOCC2)CC1)Nc1ccc(Cl)c(Cl)c1	1.8%	-2%	-0.2%	-0.5%	1%	4%	-23%	-12%	-11%
CCCCn1c(N)c(N(CCOC)C(=O)c2cc(S(=O)(=O)N3CCCCC3)ccc2Cl)c(=O)[nH]c1=O	-0.8%	-1%	-0.1%	-9.5%	21%	6%	27%	6%	-7%
O=C(NNC(=S)Nc1ccccc1)C1CC1	-2.6%	-2%	-0.1%	-1.9%	0%	-16%	25%	0%	2%
CC(=O)N1CCN=C1SCc1c(F)cccc1Cl	0.8%	4%	-0.3%	-1.4%	9%	0%	-4%	-5%	-8%
CC(=O)NCCN=Cc1sc2ccccc2c1O	-1.0%	0%	-0.1%	7.7%	-1%	-28%	-18%	-1%	-3%
Cn1cc(/C=N\NC(=O)c2cccs2)c2ccccc21	0.1%	9%	0.2%	1.5%	10%	-12%	-21%	-3%	-66%
CN(Cc1ccco1)C(=O)c1ccc(OC2CCN(Cc3ccccn3)CC2)cc1	0.7%	-3%	-0.1%	8.8%	-2%	12%	-10%	9%	-16%
O=C(Nc1ccccc1C(F)(F)F)Nc1cccc2ccccc12	-0.1%	2%	0.0%	3.3%	5%	-6%	-39%	7%	-22%
CC1(C)CC(C)(c2ccc(O)cc2O)N(c2ccc3ccccc3c2)C(=S)N1 (configuration not stated)	-0.2%	9%	-0.3%	-7.0%	13%	9%	14%	-10%	-36%
O=C(C1CCN(S(=O)(=O)c2ccc(-n3cnnn3)cc2)CC1)N1CCN(c2ccccc2)CC1	1.6%	-1%	-0.2%	-0.5%	0%	2%	22%	7%	x
CCNc1nc(NCC)nc(N/N=C/c2ccc([N+](=O)[O-])o2)n1	48%	-4%	-0.1%	7.0%	3%	-1%	6%	-1%	9%
COC(=O)Cc1ccc(NC(=O)c2ccccc2Br)cc1	-1.1%	-4%	0.2%	-3.4%	10%	2%	-12%[20 µM]	7%	-18%
COc1ccc(Cn2c(C)nc3ccc([N+](=O)[O-])cc3c2=O)cc1	-1.2%	-4%	-0.1%	6.9%	5%	7%	-73%[20 µM]	-4%	-66%
Cc1ccccc1S(=O)(=O)Cc1ccc(C(=O)NCc2ccc(F)cc2)o1	-1.7%	0%	1.6%	-6.4%	8%	4%	-1%	-12%	-12%
COc1cccc(N2CCN(Cc3nc(N)nc(Nc4ccccc4OC)n3)CC2)c1	-0.2%	0%	-0.2%	1.1%	5%	-5%	-15%	-2%	-10%
O=C1CC(N2CCN(Cc3ccc4c(c3)OCO4)CC2)C(=O)N1c1ccccc1 (configuration not stated)	-1.4%	-4%	-0.1%	-2.1%	8%	0%	-21%	31%	-20%
COc1ccc(/C=N/NC(=O)CSc2n[nH]c(=O)[nH]c2=O)cc1	-2.5%	0%	-0.6%	-3.6%	-20%	3%	-5%	4%	14%
NC(=O)c1cc2ccccc2o/c1=N\NC(=O)c1ccco1	1.7%	6%	0.2%	-5.4%	-1%	5%	3%	6%	-32%
CC(=O)NC(=S)Nc1ccccc1N1CCCCC1	-1.8%	11%	0.2%	-8.9%	7%	-1%	-14%[20 µM]	-6%	-28%
CC(=NCc1cccnc1)C1=C(O)c2ccccc2C1=O	-3.7%	-1%	0.2%	-0.5%	-2%	9%	-33%	19%	-6%
COCCn1c(SCC(=O)Nc2nnc(C)s2)nnc1-c1c[nH]c2ccccc12	-1.1%	0%	-0.1%	-1.9%	5%	-4%	17%	-4%	-36%
COc1ccc(-n2cc(CNCCc3nc(C)cc(C)n3)c(-c3ccccc3Cl)n2)cc1	-1.6%	-7%	0.2%	x	-6%	-1%	-18%[20 µM]	7%	13%
CCn1c(=NC(=O)CSC(C)=O)sc2ccccc21	1.4%	-1%	-0.1%	1.7%	-1%	1%	20%	-2%	-4%
Cc1ccc(S(=O)(=O)N2CCC(C(=O)NCc3ccncc3)CC2)cc1	-1.3%	5%	0.0%	-0.7%	12%	38%	-48%	11%	-20%
CCOC(=O)C1CCN(Cc2c(O)c3ccccc3oc2=O)CC1	13%	-2%	0.4%	-4.0%	0%	0%	-8%[20 µM]	-8%	-32%
O=C(NNC(=O)c1cc(O)c(O)c(O)c1)NC1CCCCC1	34%	-4%	0.3%	6.4%	6%	-61%	-21%	-4%	-54%
Nc1nonc1C(=O)N/N=C/c1cc2c(cc1Br)OCO2	-1.2%	6%	0.0%	8.3%	-1%	53%	-12%	-6%	-15%
COc1ccc(C(C(=O)NC2CCCCC2)N(C(=O)c2sc(C)nc2C)c2ccc(C(C)=O)cc2)cc1 (configuration not stated)	0.7%	3%	0.2%	-1.9%	14%	17%	7%	1%	-4%
C=C(C)CSc1nc2c(cc1C#N)CCC2	3.0%	1%	0.6%	1.8%	1%	-1%	-13%	-7%	-10%
Cc1nc2sc(C(c3ccco3)N3CCC(Cc4ccccc4)CC3)c(O)n2n1 (configuration not stated)	-2.4%	-2%	0.3%	4.1%	-1%	-13%	12%	-10%	-5%
Cc1ccc(N2C(=O)c3cccc4c(Oc5ccccc5[N+](=O)[O-])ccc(c34)C2=O)c(C)c1	2.6%	12%	0.1%	3.8%	17%	11%	34%	-20%	24%
COC(=O)c1ccc(NC(=O)C2CCCN(S(C)(=O)=O)C2)cc1 (configuration not stated)	2.4%	0%	0.0%	-1.3%	-9%	5%	-7%	0%	-44%

Bioassay records from PubChem BioAssay.
